hERG WT inh – inhibitors of human wildtype KCNH2 potassium channel; Q12809; U2OS, BacMam KCNH2, thallium flux FluxOr; hits give low values; activity change, % at 1.84 µM; actives 0.37% (n = 340,000); AID 720551;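 active means maximum activity change below -70%; inconclusive means maximum activity change between -70% and -50%; inactive means maximum activity change above -50%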; further: on the % scale 0 is the no-effect control and ±100 the full control effect
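U2OS cells transduced with wild-type KCNH2 virus are loaded with FluxOr dye for 45 min, and thallium flux is measured in kinetic reads before and after stimulation buffer. Rate constants are normalized to DMSO controls.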
FBPA coupling cs – counter-screen for Giardia aldolase inhibitors: coupling enzyme system; activity change, negative = inhibition, % at 58.2 µM, hits read low; AID 2472; actives 0.67% (n = 290,000); coupling enzyme system counterscreen, AmpLite Red fluorescence; in the data active means activity change below about -30%; further: on the % scale 0 is the no-effect control and ±100 the full control effect
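Counterscreen lacking aldolase: glyceraldehyde-3-phosphate coupling-enzyme reagent preincubated 10 min at RT with compound (at 57.5 uM final), then substrate/coupling system with AmpLite Red added; fluorescence read at 525/598 nm after 20 min RT.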
KCNH2 3.1 block – inhibitors of human KCNH2 3.1 potassium channel isoform | U2OS KCNH2 3.1, thallium flux FluxOr; hits give low values | activity change, % (tested at about 1.8 µM) | actives 0.95% (n = 340,000) | AID 720553;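 active means maximum activity change below -70%; inconclusive means maximum activity change from -70% to -50%; inactive means maximum activity change above -50%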;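 further: thallium influx rate constant from kinetic fluorescence after stimulation buffer; on the % scale 0 is the no-effect control and ±100 the full control effect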
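We transduce U2OS cells with the mutant 3.1 virus, culture them overnight, load FluxOr with Red40 quencher for 45 min, then add stimulation buffer and read kinetically for 2 min to derive a normalized rate constant.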
CXXC DNA block – blocks binding of human MLL CXXC domain to DNA | Q03164 | MLL-CXXC / FITC-HOXA9 DNA fluorescence polarization | Potency, µM (series often up to 115 µM), for inactives: at the top dose activity change, negative = inhibition, actives largely listed as inhibitors | actives 0.037% (n = 290,000); active means well fitted inhibition curve with a large enough effect in the polarisation, with a control signal flat, not every such curve was filed as active; inconclusive means small, poorly fitted or top-dose-only effect, or effect the other way, or a change in a side signal; inactive means no such curve, though single readings can be large or run the other way; the % refers to the polarisation; further: potency means the concentration at half of the fitted maximal effect
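Steps: dispense CXXC domain solution (7 uM) → pin compounds or unlabeled HOX-A9 DNA control → 5 min ambient → add FLSN-HOX-A9 solution (50 nM) → spin → 30 min ambient → fluorescence polarization. Tris pH 7.5/NaCl/DTT/BSA buffer.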
Giardia kill – Giardia lamblia killing; activity change, % at 7.66 µM, hits read low; actives 0.15% (n = 340,000); Giardia lamblia trophozoite viability; in the data active means activity change below about -80%; inconclusive means between about -30% and that limit;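 further: parasites exposed to compound for two days anaerobically before the ATP read; on the % scale 0 is the no-effect control and ±100 the full control effect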
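Each well holds 100 Giardia trophozoites and compound. After two days (48 hrs) at 37 deg C in anaerobic conditions, ATP is quantified by luminescence.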
TRPV1 agonist – activates the human vanilloid receptor TRPV1. AID 540275. actives 0.19% (n = 320,000). activation, % at 8.33 µM. Q8NER1. TRPV1-expressing cells, Fluo-8 calcium influx, agonist mode; in the data active means activation above about 80%; inconclusive means between about 30% and that limit; further: 0% is about no effect
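Fluo-8 calcium influx in TRPV1-expressing cells, kinetic read (ex 480/em 520 nm). Compound added and read 3 min for agonist activity, followed by capsaicin at EC20 final and 2 min further read for enhancement.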
PKM2 act – increases activity of human pyruvate kinase M2; P14618; purified PKM2, Kinase-Glo ATP luminescence, activation; response scale: 0% is enzyme alone, no compound; Potency, µM (highest dose often 57.5 µM), for the others: top-dose activation, hits mostly activators; actives 0.34% (n = 260,000); further: potency means the concentration at half of the fitted maximal effect; on the % scale 0 is the no-effect control and ±100 the full control effect; nearly all actives have a fitted effect of over 55% in size
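ATP formation by purified human PK-M2, quantified via coupled luciferase luminescence after 1 h at room temperature with 0.1 mM ADP and 0.5 mM PEP final.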
USP2a block – inhibitors of human ubiquitin-specific protease USP2a; O75604; USP2 core, Ub-CHOP2 coupled fluorogenic reporter, 485/531; Potency, µM (highest dose often 38.3 µM), without a hit: at the highest dose activity change, negative = inhibition, actives largely listed as inhibitors; actives 0.01% (n = 330,000); AID 463254;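 further: potency means the concentration at half of the fitted maximal effect; plate controls were DMSO wells for no effect and full inhibition by NEM control for full effect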
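Cell-free coupled assay: 10nM USP2 core preincubated 30min RT with compound in Tris-HCl pH 8.0/CaCl2/CHAPS buffer, then 25nM Ub-CHOP2 and 25nM reporter substrate; fluorescence (Ex 485/Em 531) read after 60min RT, normalized to NEM inhibition, concentration-response curves fitted.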
B2AR arrestin – recruits beta-arrestin to the human beta2-adrenergic receptor; P07550; beta-arrestin recruitment to beta2AR, cell-based reporter; Potency, µM (doses to about 46.1 µM), for inactives: at the top dose activation, hits mostly activators; actives 0.02% (n = 330,000);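 further: potency means the concentration at half of the fitted maximal effect; 0% = DMSO controls and full agonism = EC100 isoproterenol or metaproterenol; nearly all actives have a fitted effect of over 65% in size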
Menin MLL FP TR – menin-MLL binding inhibition, Texas Red mutant peptide; Menin + Texas Red MLL mutant peptide, fluorescence polarization; Potency, µM (highest dose often 61.6 µM), inactives show at the highest dose FP activity change, negative = inhibition, most hits filed as inhibitors; actives 0.23% (n = 270,000); AID 1768; active means well fitted inhibition curve with a large enough effect in the polarisation, with a control signal flat, not every such curve was filed as active; inconclusive means small, poorly fitted or top-dose-only effect, or effect the other way, or a change in a side signal; inactive means no such curve, though single readings can be large or run the other way; the % refers to the polarisation; further: potency means the concentration at half of the fitted maximal effect; % of control where 0% means no effect; many of its hits are not listed in these tables
Target sequence (O00255 whole entry, looked up): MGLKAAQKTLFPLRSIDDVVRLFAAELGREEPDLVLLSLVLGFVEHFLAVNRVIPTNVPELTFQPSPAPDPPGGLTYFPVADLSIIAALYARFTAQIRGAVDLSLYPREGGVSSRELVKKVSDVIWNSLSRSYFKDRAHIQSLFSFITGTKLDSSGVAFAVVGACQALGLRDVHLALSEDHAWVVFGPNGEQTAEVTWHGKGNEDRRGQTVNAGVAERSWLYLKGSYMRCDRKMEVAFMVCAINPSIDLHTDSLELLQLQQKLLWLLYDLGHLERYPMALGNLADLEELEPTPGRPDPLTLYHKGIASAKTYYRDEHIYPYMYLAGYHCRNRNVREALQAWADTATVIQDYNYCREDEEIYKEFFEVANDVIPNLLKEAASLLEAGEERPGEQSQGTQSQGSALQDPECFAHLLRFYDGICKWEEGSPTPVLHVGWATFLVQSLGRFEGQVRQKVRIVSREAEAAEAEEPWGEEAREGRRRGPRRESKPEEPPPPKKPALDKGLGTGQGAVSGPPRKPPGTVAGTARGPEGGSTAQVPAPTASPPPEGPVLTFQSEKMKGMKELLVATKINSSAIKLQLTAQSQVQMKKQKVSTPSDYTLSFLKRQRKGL
GALK inh – blocks human galactokinase activity; actives 0.007% (n = 270,000); Purified GALK, Kinase-Glo residual ATP luminescence; Potency, µM (highest dose often 57.5 µM), for the others: at the top dose activity change, negative = inhibition, most hits filed as inhibitors; AID 1868; further: potency means the concentration at half of the fitted maximal effect; on the % scale 0 is the no-effect control and ±100 the full control effect
Target sequence (P51570 whole entry, looked up): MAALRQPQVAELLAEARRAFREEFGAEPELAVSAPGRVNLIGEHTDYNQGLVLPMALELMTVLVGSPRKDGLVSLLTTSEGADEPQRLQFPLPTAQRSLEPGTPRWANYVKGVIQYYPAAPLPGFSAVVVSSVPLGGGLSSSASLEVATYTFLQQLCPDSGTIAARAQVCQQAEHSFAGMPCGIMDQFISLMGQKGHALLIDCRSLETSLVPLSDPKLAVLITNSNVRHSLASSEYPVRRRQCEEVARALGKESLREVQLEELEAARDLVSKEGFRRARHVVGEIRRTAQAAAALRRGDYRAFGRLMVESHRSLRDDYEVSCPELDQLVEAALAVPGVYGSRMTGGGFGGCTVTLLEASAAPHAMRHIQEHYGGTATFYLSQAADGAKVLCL
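ATP-depletion format; final 35 uM ATP, 100 uM D-galactose, 5 nM enzyme; pH 8.0 HEPES/Mg2+ buffer; 60 min RT; luminescence read 10 min after detection reagent.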
Active calls of the source: *; i = inactive; ? = inconclusive; · = no result given; [ ] = dose if it differs, or a comment. Unless noted, the call rests on the fitted dose curve; in most records, active means well fitted curve in the direction sought with a large enough effect; inconclusive means small, poorly fitted or top-dose-only effect, or another doubt; inactive means no such curve, though single readings can be large; an effect the other way counts as inactive or inconclusive. This is a subset; count on the stated rates, not on these rows.

SMILES | hERG WT inh | FBPA coupling cs | KCNH2 3.1 block | CXXC DNA block | Giardia kill | TRPV1 agonist | PKM2 act | USP2a block | B2AR arrestin | Menin MLL FP TR | GALK inh
CCN(C(=O)Cn1c(=O)oc2ccccc21)C1CCS(=O)(=O)C1 (stereo unspecified) | 7 | 6 | -1 | -18% | 13 | 0 | -5% | -8% | 0.2% | 5% | 2%
Cc1cc(Cl)c(OCCOCCN2CCCC(C)C2)c(Br)c1 (stereo unspecified) | 45 | 3 | 6 | 6% | 19 | 1 | 2% | -1% | -0.9% | -29% | 1%
COc1ccc(Cl)cc1N1C(=O)CC(N2CCN(S(=O)(=O)c3ccccc3F)CC2)C1=O (stereo unspecified) | -1 | · | -17 | · | 8 | · | · | 2% | -0.4% | · | ·
CSc1nnc(CCNS(=O)(=O)c2ccccc2Br)n1C | -11 | 1 | -5 | 15% | 8 | 0 | 5% | -5% | -0.2% | 1% | 10%
CC1CCN(CCCNC(=O)C2CCN(S(=O)(=O)N3CCCCC3)CC2)CC1 | -11 | -1 | -4 | 2% | 5 | 2 | -2% | -1% | -0.3% | -17% | 2%
O=C(CSc1nc(-c2ccco2)cc(C(F)(F)F)n1)N1CCN(c2ccc(Cl)cc2)CC1 | 18 | 0 | -3 | 1% | -20 | 2 | -1% | -5% | -0.4% | 1% | 0%
CC(C)N1CCN(Cc2cccn2-c2nccs2)CC1CCO (stereo unspecified) | 2 | -4 | 7 | 15% | 45[activator] | -2 | -18% | 3% | -0.3% | -3% | 1%
CCn1c(=O)c(C(=O)NNS(=O)(=O)c2ccc(NC(=O)OC)cc2)c(O)c2ccccc21 | 17 | -1 | 11 | -3% | -18 | 0 | -4% | 1% | 0.3% | ? | 1%
CCc1cccc(NC(=O)CN(C)S(=O)(=O)c2cccs2)c1 | -3 | 3 | -8 | -3% | -9 | 23 | -2% | 1% | 0.1% | 4% | 3%
CCC(=O)Nc1cccc(NC(=O)c2cccc([N+](=O)[O-])c2C)c1 | i | 1 | 12 | ? | 26 | -2 | -20% | 4% | 0.0% | -6% | ·
O=C(COC(=O)C1COc2ccccc2O1)Nc1cccc(S(=O)(=O)N2CCCCC2)c1 (stereo unspecified) | -30 | -1 | 1 | -5% | -14 | 2 | 5% | 0% | 0.1% | ? | -1%
COc1ccc(-c2nnc(SCC(=O)c3ccc[nH]3)o2)cc1 | -2 | 1 | -10 | 10% | 6 | ? | -11% | -8% | -0.9% | · | 0%

Two compounds from above with just USP2a block and PKM2 act:
| SMILES | USP2a block | PKM2 act |
| --- | --- | --- |
| CCn1c(=O)c(C(=O)NNS(=O)(=O)c2ccc(NC(=O)OC)cc2)c(O)c2ccccc21 | 1% | -4% |
| CC1CCN(CCCNC(=O)C2CCN(S(=O)(=O)N3CCCCC3)CC2)CC1 | -1% | -2% |

Additional structures follow.
SMILES | hERG WT inh | FBPA coupling cs | KCNH2 3.1 block | CXXC DNA block | Giardia kill | TRPV1 agonist | PKM2 act | USP2a block | B2AR arrestin | Menin MLL FP TR | GALK inh
Cc1noc(C)c1COc1ccccc1C(=O)NNC(=O)c1ccccc1 | -2 | · | 9 | · | -8 | ? | · | 0% | -3.0% | · | ·
OC1C2(Cc3ccccc3)CN3CCN(C2)CC1(Cc1ccccc1)C3 (stereo unspecified) | 30 | · | 8 | 7% | 3 | -1 | 4% | 1% | 0.5% | 9% | -1%
COc1cc(OC)c(-n2cc(-c3ccc(OC)c(OC)c3)[nH]c2=S)cc1Cl | 21 | 0 | 6 | 4% | -3 | -1 | · | 0% | 0.3% | 43%[activator] | ·
Cc1csc(NC(=O)CN2C(=O)C3CC=CCC3C2=O)n1 (stereo unspecified) | 15 | 2 | -2 | 1% | 9 | -4 | 1% | 3% | -0.2% | 1% | 3%
O=C(C1CCCN(S(=O)(=O)c2cccc3nonc23)C1)N1CCN(c2ccccc2Cl)CC1 (stereo unspecified) | -3 | 0 | -25 | 36%[activator] | 0 | 8 | 0% | 0% | -2.0% | -5% | ·
COc1ccc(C[C@H]2CN3C(=NC[C@@H]3Cc3ccccc3)N2CCNC(=O)CCC2CCCCC2)cc1 | -145* | 2 | ? | -5% | 25 | -1 | -1% | 2% | 0.0% | ? | 1%
COc1ccccc1NC(=O)CN1CCCCCC1 | -8 | 3 | -8 | 19% | 9 | 5 | 1% | 3% | -0.3% | -9% | 15%
COC(=O)Cn1c(=NC(=O)c2cccc(OC)c2)sc2cc(OC)ccc21 | 9 | -2 | -6 | 4% | 8 | 14 | 6% | -1% | 0.0% | 5% | 0%
CCOC(=O)CNS(=O)(=O)Cc1ccccc1 | 6 | · | 0 | · | 6 | -3 | · | -1% | -0.1% | · | ·
Cc1oc2ccc(OCc3cccc(Cl)c3)cc2c1C(=O)O | 11 | -7 | 26 | -6% | 7 | -3 | · | -5% | -0.1% | ? | -1%
COc1ccc(S(=O)(=O)N2CCCCCC2)cc1C(=O)NCCc1ccccc1 | 9 | · | -16 | · | -17 | ? | · | 0% | -0.7% | · | ·
O=c1[nH]c2cc3c(cc2cc1CN(Cc1nnnn1C1CCCC1)C1CCCC1)OCCO3 | -1 | 3 | -7 | 0% | 7 | 12 | 4% | 1% | -0.1% | -6% | -3%
O=[N+]([O-])c1ccc(O)c(C(C#Cc2ccccc2)N2CCOCC2)c1 (stereo unspecified) | -6 | 10 | -7 | 0% | 8 | 9 | 0% | 2% | -0.7% | · | 3%
O=C1C=C(c2ccc(C(=O)O)c(Cl)c2)C[C@@H](c2ccc3c(c2)OCO3)C1 | 15 | · | 4 | · | -18 | · | · | 1% | 0.0% | · | ·
COC(=O)Cn1c2[n+](c3ccccc31)CC(O)CS2 (stereo unspecified) | 13 | 1 | -2 | 0% | -19 | -2 | 0% | 1% | -0.5% | 10% | 1%
CCN(CC)CCCNC(=O)C1CCCN(c2nnc(N3CCCC3=O)s2)C1 (stereo unspecified) | -4 | 0 | 0 | 19% | 7 | -2 | -4% | 2% | 0.0% | · | -3%
COc1ccc(-c2sc3ccc(-c4ccc5c(c4)OCO5)cc3c2-c2ccc(OC)nc2)cc1 | -21 | · | -14 | · | 13 | · | · | 0% | -0.1% | · | ·
O=C(Nc1cccc(S(=O)(=O)N2CCCC2)c1)c1cc(-c2ccccn2)nc2ccccc12 | 7 | -4 | 8 | 0% | 16 | 0 | 3% | 5% | -1.0% | 12% | 0%
COc1cc(C(=O)NC(=S)Nc2ccccc2[N+](=O)[O-])cc(OC)c1OC | · | -3 | -9 | 1% | 6 | -7 | 0% | 8% | -0.6% | 3% | -2%
O=C(O)c1oc2ccccc2c1CSCc1ccccc1 | -1 | -7 | 10 | -6% | -2 | 6 | 0% | -1% | 0.1% | 27% | -5%
Cc1noc(C)c1S(=O)(=O)N1CCC(C(=O)N2CCN(c3ccc(Cl)cc3)CC2)CC1 | -1 | -2 | 5 | 13% | 19 | 0 | 0% | 4% | 0.0% | · | -2%
COc1ccc(CCNC(=O)CSc2nc(C)cs2)cc1 | -3 | 1 | 7 | 3% | -5 | 2 | 2% | -2% | 0.1% | -5% | 2%
CCOC(=O)c1c(C)[nH]c(C(=O)OC(C)C(=O)NC2CCCCC2C)c1C (stereo unspecified) | -2 | · | 6 | · | 16 | 15 | · | 0% | -0.7% | · | ·
Cc1ccc(N(CCC#N)C(=O)CSc2nnc3ccccn23)cc1 | -2 | · | -13 | · | 1 | 0 | · | -1% | -0.1% | · | ·

Entries of single compounds, quoted from the list. Values in the order: hERG WT inh	FBPA coupling cs	KCNH2 3.1 block	CXXC DNA block	Giardia kill	TRPV1 agonist	PKM2 act	USP2a block	B2AR arrestin	Menin MLL FP TR	GALK inh
CCN(CC)CCCNC(=O)C1CCCN(c2nnc(N3CCCC3=O)s2)C1 (stereo unspecified) reads -4	0	0	19%	7	-2	-4%	2%	0.0%	·	-3%
COc1cc(C(=O)NC(=S)Nc2ccccc2[N+](=O)[O-])cc(OC)c1OC reads ·	-3	-9	1%	6	-7	0%	8%	-0.6%	3%	-2%
COc1ccc(CCNC(=O)CSc2nc(C)cs2)cc1 reads -3	1	7	3%	-5	2	2%	-2%	0.1%	-5%	2%
Cc1ccc(N(CCC#N)C(=O)CSc2nnc3ccccn23)cc1 reads -2	·	-13	·	1	0	·	-1%	-0.1%	·	·
